TcdB inh = inhibitors of Clostridioides difficile toxin B glycohydrolase | P18177 | TcdB glycohydrolase enzymatic assay, plate reader | inhibition, % at 9.99 µM | 350,000 compounds, 0.24% hits; in the data active = inhibition above about 10%
* marks the source's active call; other numbers are inactive results; & = joins results of further samples. A portion of the library; the hit share may differ from the screen's.

SMILES	TcdB inh
CC(C)CC#Cc1cnc2c(c1)C(=O)N([C@H](C)CO)C[C@H](C)[C@@H](CN(C)C(=O)Cc1ccccc1)O2	0.0
C[C@@H]1CN([C@H](C)CO)S(=O)(=O)c2ccc(C#Cc3ccccc3)cc2O[C@H]1CN(C)C	-1.1
C[C@@H]1CN([C@@H](C)CO)C(=O)c2cccc(NS(=O)(=O)c3cccs3)c2O[C@H]1CN(C)C(=O)Nc1ccc2c(c1)OCO2	-0.1
CN(C)CC(=O)Nc1ccc2c(c1)[C@H]1C[C@@H](CC(=O)N3CCN(C)CC3)O[C@H](CO)[C@H]1O2	0.1
O=S(=O)(N[C@@H]1CC[C@@H](CCn2cc(-c3cccnc3)nn2)O[C@@H]1CO)c1ccc(F)cc1	-0.2
C[C@@H]1CN([C@H](C)CO)C(=O)c2cc(NC(=O)C3CCCCC3)ccc2O[C@@H](C)CCCCO[C@H]1CN(C)C(=O)Nc1cccc2ccccc12	0.0
C[C@H](CO)N1C[C@H](C)[C@H](CN(C)CC2CCCCC2)Oc2ccc(NC(=O)Nc3ccc(F)cc3)cc2C1=O	-0.6
COc1ccc(S(=O)(=O)Nc2ccc3c(c2)C(=O)N([C@@H](C)CO)C[C@@H](C)[C@@H](CN(C)C(=O)c2ccccc2)OCCCC[C@H](C)O3)cc1	0.4
COc1cccc(S(=O)(=O)N(C)C[C@H]2Oc3ncc(C#CCN(C)C)cc3C(=O)N([C@@H](C)CO)C[C@H]2C)c1	0.6
C[C@@H]1CCCCO[C@@H](CN(C)Cc2ccc(C(=O)O)cc2)[C@@H](C)CN([C@@H](C)CO)C(=O)c2cc(NC(=O)Nc3ccc4c(c3)OCO4)ccc2O1	-2.5
COc1ccccc1-c1ccc([C@H]2[C@H](C#N)N[C@@H]2CO)cc1	0.9
C[C@H]1CCCCO[C@H](CN(C)C(=O)NC2CCCCC2)[C@@H](C)CN([C@@H](C)CO)C(=O)c2cc(NS(=O)(=O)c3cccs3)ccc2O1	-1.3
O=C(Cc1cccnc1)N[C@@H]1CC[C@@H](CCn2cc(-c3ccccc3F)nn2)O[C@@H]1CO	-0.2
C[C@H]1CN([C@@H](C)CO)C(=O)Cc2cc(NC(=O)Cc3ccccc3)ccc2O[C@H]1CN(C)Cc1ccc(Cl)c(Cl)c1	0.8
Cc1ccc(S(=O)(=O)N(C)C[C@@H]2OCCCC[C@@H](C)Oc3ccc(NC(=O)CCC(F)(F)F)cc3C(=O)N([C@H](C)CO)C[C@@H]2C)cc1	0.4
C[C@H](CO)N1C[C@H](C)[C@@H](CN(C)C(=O)Nc2cccc3ccccc23)Oc2c(NS(=O)(=O)c3cccs3)cccc2C1=O	-1.0
O=C([C@H]1[C@H](CO)[C@H]2Cn3c(ccc(-c4cccnc4)c3=O)[C@H]2N1CCC(F)(F)F)N1CCOCC1	-1.0
CCCN1C[C@H](C)[C@H](OC)CN(C)C(=O)c2ccc(NC(=O)CC(F)(F)F)cc2OC[C@H]1C	-0.5
CS(=O)(=O)Nc1ccc2c(c1)[C@@H]1C[C@@H](CC(=O)NCc3ccccn3)O[C@H](CO)[C@@H]1O2	0.7
CCC(=O)N1[C@@H](CO)[C@@H]2c3ccccc3N(C(=O)NC(C)C)C[C@@H]21	0.5
Cc1cccc(-c2ccc(C3[C@H]4CNC[C@@H]3N4CC3CCOCC3)cc2)c1 (some centres undefined)	-0.7&0.4
CCNC(=O)C[C@H]1CC[C@H]2[C@@H](COC[C@H](O)CN2C(=O)C2CCCC2)O1	0.0
CC(C)NC(=O)Nc1ccc2c(c1)CC(=O)N([C@@H](C)CO)C[C@H](C)[C@H](CN(C)S(=O)(=O)c1ccccc1)O2	-6.5
N#C[C@H]1N[C@H](CO)[C@H]1c1ccc(C#Cc2cccnc2)cc1	-1.0
O=S(=O)(c1ccccc1)N1CCCCN2[C@H](CO)[C@@H](c3ccc(C#Cc4ccccc4)cc3)[C@@H]2C1	0.2
C[C@@H]1CCCCO[C@@H](CN(C)S(=O)(=O)c2ccc(Cl)cc2)[C@H](C)CN([C@H](C)CO)C(=O)c2cc(NS(=O)(=O)c3ccc(F)cc3)ccc2O1	0.5
COc1cccc(NC(=O)N2CC(=O)N3[C@H](C2)[C@@H](c2ccc(C#CCC4CCCC4)cc2)[C@@H]3CO)c1	-0.9
C[C@H](CO)N1C[C@H](C)[C@@H](CN(C)S(=O)(=O)c2ccc(Cl)cc2)Oc2c(NC(=O)c3ccc(-c4nccs4)cc3)cccc2C1=O	0.6
Cn1cnc(S(=O)(=O)N2CCCCN3[C@H](CO)[C@H](c4ccc(-c5cccc(F)c5)cc4)[C@H]3C2)c1	-0.6
Cc1noc(C)c1S(=O)(=O)N(C)C[C@H]1OCCCC[C@H](C)Oc2ccc(NC(=O)Nc3ccc(F)cc3)cc2C(=O)N([C@H](C)CO)C[C@@H]1C	-0.1
Cc1noc(C)c1S(=O)(=O)Nc1ccc2c(c1)C(=O)N([C@H](C)CO)C[C@H](C)[C@H](CN(C)Cc1ccc(C(=O)O)cc1)O2	-0.4
C[C@@H]1CN([C@@H](C)CO)C(=O)c2cc(NS(=O)(=O)c3ccc(F)cc3)ccc2O[C@@H](C)CCCCO[C@H]1CN(C)C(=O)c1ccncc1	-1.1
O=C(Nc1cc(F)ccc1F)N[C@@H]1CC[C@H](CCn2cc(C3CCCC3)nn2)O[C@@H]1CO	-5.0
Cc1cccc(-c2ccc([C@H]3[C@H](CO)N4CCCCN(S(=O)(=O)c5cccc(C)c5)C[C@@H]34)cc2)c1	-0.2
Cc1ccccc1S(=O)(=O)N1[C@H](C#N)[C@@H](c2ccc(C#CC3CCCC3)cc2)[C@@H]1CO	0.0
O=C(C[C@@H]1C=C[C@H](NC(=O)Nc2ccc3c(c2)OCO3)[C@@H](CO)O1)NCCCN1CCOCC1	0.0

Single entries from the results shown.
O=C(C[C@@H]1C=C[C@H](NC(=O)Nc2ccc3c(c2)OCO3)[C@@H](CO)O1)NCCCN1CCOCC1 in TcdB inh has 0.0
Cc1noc(C)c1S(=O)(=O)N(C)C[C@H]1OCCCC[C@H](C)Oc2ccc(NC(=O)Nc3ccc(F)cc3)cc2C(=O)N([C@H](C)CO)C[C@@H]1C in TcdB inh has -0.1

More results:
SMILES	TcdB inh
N#C[C@@H]1N[C@@H](CO)[C@@H]1c1ccc(C2=CCCC2)cc1	0.7
C[C@@H]1CN([C@H](C)CO)C(=O)c2cc(NC(=O)CCN3CCOCC3)ccc2O[C@@H]1CN(C)S(=O)(=O)c1cccs1	0.2
CC(C)NC(=O)Nc1ccc2c(c1)C(=O)N([C@@H](C)CO)C[C@@H](C)[C@@H](CN(C)Cc1ccc(C(=O)O)cc1)OCCCC[C@@H](C)O2	-0.1
CCC(=O)Nc1ccc2c(c1)C(=O)N(C)[C@@H]1CC[C@@H](CC(=O)NCc3ccccc3Cl)O[C@H]1CO2	0.1
COc1ccccc1S(=O)(=O)N1CC[C@@H]2[C@H]1c1cc(-c3ccccc3)ccc1N[C@@H]2CO	-0.4
C[C@@H]1CN([C@@H](C)CO)C(=O)c2cccc(NC(=O)c3ccncc3)c2O[C@H]1CN(C)Cc1ccc(C(F)(F)F)cc1	0.9
C[C@H](CO)N1C[C@H](C)[C@H](CN(C)C(=O)Nc2cccc3ccccc23)Oc2ccc(NC(=O)Cc3ccccc3)cc2CC1=O	-2.0
Cc1ccc(S(=O)(=O)Nc2ccc3c(c2)C(=O)N([C@@H](C)CO)C[C@H](C)[C@H](CN(C)C(=O)CCCN(C)C)OCCCC[C@@H](C)O3)cc1	-0.2
CCS(=O)(=O)Nc1ccc2c(c1)C(=O)N(C)[C@H]1CC[C@H](CC(=O)NCc3ccccc3F)O[C@H]1CO2	-1.5
CCC(=O)N1CC2(CCN(C(C)=O)CC2)c2c([nH]c3cc(OC)ccc23)[C@H]1CO	0.7
CCC(=O)N1[C@H](CO)[C@@H]2c3ccccc3N(C(=O)c3ccccc3F)C[C@@H]21	-0.3
O=C(N[C@@H]1C[C@@H]2O[C@H](CO)CC[C@@H]2O[C@@H]1CCc1ccc(C#Cc2ccccc2)cc1)c1ccccn1	0.7
CC(C)(C)[S@](=O)N1Cc2cc(C(=O)NC3CCCC3)nc(-c3cccc(Br)c3)c2[C@@H]1CCO	-2.6
CN(C)C(=O)C[C@H]1CC[C@H]2[C@@H](COC[C@H](O)CN2CC2CCCC2)O1	-7.6
C[C@@H]1CCCCO[C@@H](CN(C)C(=O)Nc2cccc3ccccc23)[C@@H](C)CN([C@H](C)CO)C(=O)c2cc(NC(=O)NC3CCCCC3)ccc2O1	0.8
O=C(C[C@H]1CC[C@H]2[C@@H](COC[C@H](O)CN2C(=O)c2cccnc2)O1)NCc1ccccc1	-0.9
CC(C)NC(=O)N(C)C[C@@H]1Oc2c(cccc2N(C)C)C(=O)N([C@H](C)CO)C[C@@H]1C	-2.1
O=C(N[C@@H]1CC[C@@H](CCNS(=O)(=O)c2ccc(F)cc2)O[C@@H]1CO)c1cccnc1	-1.0
O=C1N(Cc2ccccc2)Cc2ccccc2[C@H]2OC(c3ccc(OCCCO)cc3)=N[C@@]12Cc1ccccc1	-4.7
CCCC(=O)Nc1ccc2c(c1)OC[C@H](C)N(C(=O)C1CCCC1)C[C@@H](C)[C@H](OC)CN(C)C2=O	-1.0
C[C@H]1CN([C@@H](C)CO)C(=O)c2c(c3ccccc3n2C)-c2ccccc2CO[C@H]1CN(C)Cc1ccc(C(F)(F)F)cc1	-0.1
CCCN(C)C[C@@H]1Oc2cc(C#Cc3ccccn3)ccc2S(=O)(=O)N([C@H](C)CO)C[C@@H]1C	0.1
O=C(NC1CCCC1)N1CC2(C1)[C@H](c1ccccc1)[C@@H](CO)N2S(=O)(=O)Cc1ccccc1	0.4
C[C@@H]1CCCCO[C@H](CN(C)Cc2ccccc2)[C@H](C)CN([C@H](C)CO)C(=O)c2cc(N(C)C)ccc2O1	-25
C[C@@H]1CN([C@@H](C)CO)S(=O)(=O)c2ccc(-c3ccc(C#N)cc3)cc2O[C@H]1CN(C)C(=O)CN(C)C	0.5
O=C(C1CC1)N1CCCCN2[C@@H](CO)[C@H](c3ccc(C#CC4(O)CCCC4)cc3)[C@@H]2C1	-0.6
Cc1noc(C)c1NC(=O)Nc1ccc2c(c1)C(=O)N([C@H](C)CO)C[C@H](C)[C@@H](CN(C)Cc1ccc(C(F)(F)F)cc1)OCCCC[C@@H](C)O2	-0.5
O=C(C[C@H]1C[C@H]2c3cc(NC(=O)Nc4ccccc4F)ccc3O[C@H]2[C@H](CO)O1)NCc1ccncc1	-0.3
Cc1ccc(S(=O)(=O)N(C)C[C@H]2OCCCC[C@H](C)Oc3ccc(NC(=O)Nc4c(C)noc4C)cc3C(=O)N([C@H](C)CO)C[C@H]2C)cc1	0.3
O=C(C[C@H]1CC[C@H]2[C@@H](COC[C@@H](O)CN2Cc2ccc(Oc3ccccc3)cc2)O1)N1CCCCC1	-0.5
C[C@@H]1CN([C@H](C)CO)C(=O)c2cc(-c3ccc(F)cc3)cnc2O[C@H]1CN(C)Cc1cncnc1	-13
CC(=O)N(C)C[C@H]1Oc2cc(C#CC(C)C)ccc2S(=O)(=O)N([C@H](C)CO)C[C@@H]1C	0.1
O=C(NC[C@H]1[C@H](c2ccccc2)[C@H](CO)N1C(=O)Cc1cccnc1)C1CC1	-0.8
COCC(=O)N(C)C[C@H]1Oc2cc(C#C[C@H](C)O)ccc2S(=O)(=O)N([C@H](C)CO)C[C@H]1C	-1.0
C[C@@H]1CN([C@H](C)CO)C(=O)c2ccccc2-c2ccccc2CO[C@H]1CN(C)C(=O)C1CC1	0.4
C[C@@H]1CN([C@@H](C)CO)C(=O)c2cc(NC(=O)C3CC3)ccc2O[C@H]1CN(C)S(=O)(=O)c1cccs1	-0.3
CCC(=O)Nc1ccc2c(c1)C(=O)N(C)C[C@H](OC)[C@@H](C)CN(CC1CC1)[C@@H](C)CO2	-0.8
CC(C)NC(=O)Nc1ccc2c(c1)C(=O)N([C@@H](C)CO)C[C@@H](C)[C@H](CN(C)S(=O)(=O)c1ccccc1)OCCCC[C@H](C)O2	0.2
O=C(NCC[C@@H]1CC[C@@H](NC(=O)c2ccccc2F)[C@@H](CO)O1)c1cnccn1	0.3
O=C(O)C[C@H]1C=C[C@@H](NC(=O)CCN2CCCCC2)[C@H](CO)O1	0.9
CCC(=O)N1[C@@H]2c3ccc(-c4ccncc4)c(=O)n3C[C@H]1[C@H](CO)[C@H]2C(=O)N1CCc2ccccc2C1	1.2
CO[C@H]1CC[C@H]2CCOc3ccc(C#N)cc3C(=O)N(C)CCCC(=O)N(C)C[C@H]1O2	0.0
CCCNC(=O)N1CC2(C1)[C@@H](c1ccccc1)[C@@H](CO)N2CC1CCOCC1	0.2
C[C@@H]1CN([C@H](C)CO)C(=O)c2cc(C#CCc3ccccc3)cnc2O[C@@H]1CN(C)C(=O)C1CCC1	0.4
C[C@@H]1CN([C@@H](C)CO)C(=O)Cc2cc(NS(=O)(=O)c3ccccc3)ccc2O[C@H]1CN(C)C(=O)Nc1ccc(C(F)(F)F)cc1	-6.7

Structural class, the entries above with a cyano group
SMILES	TcdB inh
COc1ccccc1-c1ccc([C@H]2[C@H](C#N)N[C@@H]2CO)cc1	0.9
N#C[C@H]1N[C@H](CO)[C@H]1c1ccc(C#Cc2cccnc2)cc1	-1.0
Cc1ccccc1S(=O)(=O)N1[C@H](C#N)[C@@H](c2ccc(C#CC3CCCC3)cc2)[C@@H]1CO	0.0
N#C[C@@H]1N[C@@H](CO)[C@@H]1c1ccc(C2=CCCC2)cc1	0.7
C[C@@H]1CN([C@@H](C)CO)S(=O)(=O)c2ccc(-c3ccc(C#N)cc3)cc2O[C@H]1CN(C)C(=O)CN(C)C	0.5
CO[C@H]1CC[C@H]2CCOc3ccc(C#N)cc3C(=O)N(C)CCCC(=O)N(C)C[C@H]1O2	0.0

Compound activity as filed in PubChem.
